BLM inh – Bloom syndrome helicase (human) inhibition; P54132; recombinant BLM DNA unwinding, fluorescence dequenching; Potency, µM (series often up to 56.1 µM), for inactives: at the highest dose activity change, negative = inhibition, actives largely listed as inhibitors; 350,000 compounds, 0.2% hits; AID 2528;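 note: plate controls were vehicle for no effect and no enzyme for full effect; nearly all actives have a fitted effect of over 35% in size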
Pol iota inh – DNA polymerase iota (human) inhibition; 390,000 compounds, 1% hits; AID 588590; Pol iota fluorescent replication assay, 10 min; Q9UNA4; Potency, µM (titrated, usually from 115 µM), inactives show at the highest dose activity, negative = inhibition, hits mostly inhibitors
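Fluorescent replication assay read twice, at 0 min and 10 min after adding 50 nM (final) substrate. Enzyme (10 nM) and compounds were first incubated 15 min at room temperature; enzyme-free buffer wells were negative controls.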
JMJD2A Tudor inh – JMJD2A Tudor domain (human) inhibition. O75164. AlphaScreen JMJD2A-Tudor / H3K4me3 peptide binding. Potency, µM (series often up to 114 µM), for inactives: at the highest dose activity change, negative = inhibition, most hits filed as inhibitors. 390,000 compounds, 4.4% hits. AID 504339; note: % is set by controls: 0 for no effect and ±100 for the full control effect; nearly all actives have a fitted effect of over 50% in size
Pol beta inh – blocks human DNA polymerase beta activity; P06746; Pol beta primer extension/strand displacement, fluorescence kinetic; Potency, µM (series often up to 114 µM), without a hit: at the top dose activity change, negative = inhibition, actives largely listed as inhibitors; 340,000 compounds, 1.3% hits; note: % is set by controls: 0 for no effect and ±100 for the full control effect
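Human Pol beta at 10 nM; strand-displacement substrate 50 nM final. Compound exposure 15 min at room temperature before start, reaction 10 min at room temperature.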
G9a inh – inhibitors of human histone lysine methyltransferase G9a; Potency, µM (top dose mostly 102 µM), for inactives: at the top dose activity, negative = inhibition, hits mostly inhibitors; G9a H3K9 monomethylation, AlphaScreen, 2 h; Q96KQ7; 350,000 compounds, 8.8% hits; note: % is set by controls: 0 for no effect and ±100 for the full control effect; nearly all actives have a fitted effect of over 75% in size
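Chemiluminescent proximity detection of H3K9 monomethylation, read after 10 min bead incubation in the dark. Reaction: 20 nM G9a, 500 nM biotin-H3K9 peptide, 20 uM SAM cofactor, 2 h, room temperature, following 15 min enzyme-compound preincubation.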
APE1 inh – blocks human APE1 abasic DNA cleavage | recombinant APE1, TAMRA/BHQ-2 abasic DNA cleavage fluorescence | P27695 | 350,000 compounds, 0.35% hits | Potency, µM (series often up to 65.8 µM), for the others: top-dose activity change, negative = inhibition, most hits filed as inhibitors | AID 2517;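 note: plate controls were vehicle for no effect and reference inhibitor for full effect; nearly all actives have a fitted effect of over 55% in size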
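APE1 at 0.75 nM preincubated 15 min at room temperature with compound. Reaction then started with 50 nM double-stranded THF-abasic substrate labelled with TAMRA/BHQ-2, and 525/598 nm fluorescence read kinetically. Activity taken as third-minus-first read difference, normalized to DMSO and NSC13755 controls.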
POLH inh – blocks human DNA polymerase eta activity; Q9Y253; recombinant Pol eta, fluorescent DNA replication assay; Potency, µM (top dose mostly 114 µM), inactives show at the top dose activity change, negative = inhibition, hits mostly inhibitors; 390,000 compounds, 1.2% hits; AID 588591; note: % is set by controls: 0 for no effect and ±100 for the full control effect
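Pol eta at 10 nM preincubated with compounds 15 min at room temperature; reaction started with fluorescent substrate (50 nM final) and read kinetically at 0 and 10 min.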
Pol kappa inh – blocks human DNA polymerase kappa activity; Q9UBT6; purified Pol kappa, fluorescent DNA synthesis assay, 10 min; Potency, µM (series often up to 107 µM), for inactives: at the highest dose activity, negative = inhibition, usual class: inhibitors; 400,000 compounds, 0.53% hits; AID 588579; note: % is set by controls: 0 for no effect and ±100 for the full control effect
Target sequence (Q9UBT6 whole entry, looked up): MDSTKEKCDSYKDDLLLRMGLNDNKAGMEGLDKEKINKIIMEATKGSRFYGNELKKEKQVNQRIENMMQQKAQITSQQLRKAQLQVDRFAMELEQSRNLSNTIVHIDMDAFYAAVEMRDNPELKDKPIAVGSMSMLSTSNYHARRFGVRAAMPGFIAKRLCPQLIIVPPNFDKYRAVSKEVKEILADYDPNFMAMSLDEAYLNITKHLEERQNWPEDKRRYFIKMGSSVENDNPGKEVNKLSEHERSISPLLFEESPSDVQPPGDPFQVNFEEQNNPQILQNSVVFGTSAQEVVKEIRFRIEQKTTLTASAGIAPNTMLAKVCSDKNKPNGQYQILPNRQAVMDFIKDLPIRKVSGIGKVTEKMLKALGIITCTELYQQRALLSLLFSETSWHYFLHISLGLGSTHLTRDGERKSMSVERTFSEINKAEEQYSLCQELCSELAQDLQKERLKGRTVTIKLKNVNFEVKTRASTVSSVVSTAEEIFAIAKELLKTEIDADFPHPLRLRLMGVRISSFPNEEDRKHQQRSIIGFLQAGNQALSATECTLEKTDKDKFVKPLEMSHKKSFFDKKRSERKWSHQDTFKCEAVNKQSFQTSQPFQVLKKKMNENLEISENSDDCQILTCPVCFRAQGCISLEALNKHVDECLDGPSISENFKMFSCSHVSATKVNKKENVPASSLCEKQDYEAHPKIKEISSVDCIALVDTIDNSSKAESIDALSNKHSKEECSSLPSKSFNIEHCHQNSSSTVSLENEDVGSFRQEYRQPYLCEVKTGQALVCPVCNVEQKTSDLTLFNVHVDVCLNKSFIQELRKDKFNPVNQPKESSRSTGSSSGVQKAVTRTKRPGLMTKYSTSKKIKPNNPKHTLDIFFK
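Here, compound and 10 nM enzyme are combined for 15 min at room temperature; adding 50 nM substrate (final) starts DNA synthesis, tracked by fluorescence at 0 and 10 min against buffer-only wells.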
BAZ2B block – blocks human BAZ2B. AlphaScreen BAZ2B-H3K14Ac peptide displacement. Potency, µM (titrated, usually from 114 µM), for the others: top-dose activity change, negative = inhibition, most hits filed as inhibitors. 360,000 compounds, 4.4% hits. AID 504333; note: % is set by controls: 0 for no effect and ±100 for the full control effect; nearly all actives have a fitted effect of over 60% in size
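BAZ2B (50 nM) with biotin-H3(5-23)K14Ac peptide (50 nM) in PBS pH 7.4, 0.01% Tween-20, preformed 30 min, then compound 30 min at room temperature; top concentration 110uM. AlphaScreen streptavidin donor/nickel chelate acceptor beads (10 ug/mL final), 20 min dark, signal read.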
* = called active by the depositor; ? = inconclusive; . = no result given; & = joins results of further samples; [ ] = dose if it differs, or a comment. Calls come from the whole dose curve; as a rule, active = well fitted curve in the direction sought with a large enough effect; inconclusive = small, poorly fitted or top-dose-only effect, or another doubt; inactive = no such curve, though single readings can be large; an effect the other way counts as inactive or inconclusive. Potency is the fitted concentration of half-maximal effect. These rows are one share of the data, so the mix of outcomes need not match the whole.

Structure | BLM inh | Pol iota inh | JMJD2A Tudor inh | Pol beta inh | G9a inh | APE1 inh | POLH inh | Pol kappa inh | BAZ2B block
O=C(NCc1cccnc1)c1ccc(COc2ccccc2Br)cc1 | -4% | 15% | -27% | -9% | -27% | -2% | -4% | -10% | -24%
CN1CCN(NS(=O)(=O)c2ccc(Cl)s2)CC1 | 6% | ? | -12% | 23% | 1.6µM* | 21% | -17% | -6% | 8%
COc1ccc(OC)c(S(=O)(=O)N2CCCC(C(=O)NC3CC3)C2)c1 (stereo not given) | . | 35%[activator] | 1% | . | . | . | -18% | 8% | .
COc1cccc(C2C3=C(CC(C)(C)CC3=O)Nc3cc(OC)c(OC)cc32)c1 (stereo not given) | -8% | 60%[activator] | -15% | -2% | 3% | 5% | -18% | -2% | -4%
COc1ccc(NC(=O)C=C(C)C)cc1Cl | 1% | -33% | -10% | 0% | 15%[59 µM] | 0% | 1% | -3%[60.1 µM] | -24%
COC(=O)Cn1c(=O)c2c(n(Cc3ccccc3)c1=O)N/C(=C/c1ccc(OC)cc1)C2=O | -4% | 23% | 27% | -27% | 22%[12.7 µM] | -1% | -16% | -17% | -6%
COCCn1c(C)cc(C(=O)CSc2nc(C)cc(C)c2C#N)c1C | -2% | 29% | ? | -2% | 2%[12.7 µM] | 2% | -6% | -3% | ?
O=C(Nc1cccc([N+](=O)[O-])c1)C1COc2ccccc2O1 (stereo not given) | -3% | 18% | -22% | 29% | 9% | 27% | -8% | -4% | -9%
COc1cc(OC)c(C2=NOC(C(=O)N3CCc4ccccc4C3)C2)cc1Cl (stereo not given) | 3% | -6% | -9% | 5% | ? | ? | -18% | -9% | 3%
Oc1ccc2ccc3cccc[n+]3c2c1 | . | 62%[activator] | ? | . | . | . | -11% | -7% | .
O=c1c2c3c(sc2nc2n1CCC2)CCCCC3 | 1% | 171%[activator] | -13% | -1% | -4% | 0% | -12% | -1% | -20%
Cc1cc(Br)ccc1NC(=O)CCS(=O)(=O)c1cccc2nonc12 | -4%&-2% | -12%&35% | -1%&-17% | 22%&8% | 22% | 78%[activator] | -5%&-9% | -4%&-23% | 35%&3%[activator]
Cc1ccc(Cn2cc(S(=O)(=O)c3ccc(C)cc3)c(=O)c3cc(F)c(N4CCCC4)cc32)cc1 | -6% | 16% | 0% | 3% | 4%[59 µM] | . | -13% | -7% | 1%
CCc1ccc(NC(=O)CC2C(=O)N(c3ccc(Cl)cc3)C(=O)N2Cc2cccs2)cc1 (stereo not given) | -2% | 16% | 9% | -12% | ? | . | -9% | -2% | -11%
CCCN1CCN(c2cc3c(cc2F)c(=O)c(S(=O)(=O)c2ccc(Cl)cc2)cn3C)CC1 | 3% | -9% | -21% | 1% | -30%[59 µM] | . | 12% | -4% | 0%
C[n+]1ccccc1/C=C1\Sc2ccccc2N1CCO | -4% | 86%[activator] | ? | -21% | 50µM* | 25% | -8% | -15% | ?
COc1ccc(S(=O)(=O)Nc2ccc(S(=O)(=O)Nc3nccs3)cc2)cc1 | 1% | 0% | -7% | 4% | 50µM* | 71%[activator] | -13% | -2% | -3%
Cc1c(C(=O)OC2CCCCC2)[nH]c2c1C(=O)CC(c1ccc(C(C)(C)C)cc1)C2 (stereo not given) | 1% | 9% | -3% | -5% | 9%[59 µM] | . | -1% | 4% | -4%
Cc1cc(C)n2nc(C(=O)Nc3ccc(S(=O)(=O)N(C)C)cc3)nc2n1 | 1% | 6% | -21% | ? | 36%[59 µM] | -3% | 0% | 0% | 0%
Cc1c(CCC(C)C)c(=O)n2c([nH]c3ccccc32)c1C#N | -9% | 12% | -7% | 3% | 2%[59 µM] | 5% | -6% | -4% | 8%
Cc1ccc(S(=O)(=O)N2CCOCC2)cc1NC(=O)CSc1ncccn1 | . | 25% | -7% | . | -27% | 14% | -1% | -9% | 7%
NC(=O)CSc1nnc(-c2ccc(O)cc2)n1Cc1ccco1 | -14% | 4% | -5% | 40% | 8%[59 µM] | -8% | -11% | 0% | -2%
COc1ccc(OC)c(-n2c(C)nc3cc(C(=O)O)ccc32)c1 | -6% | -5% | -11% | 17% | ? | -6% | 79µM* | -5% | 2%
CN(C)/C=C1/Oc2c(ccc3ccccc23)C1=O | 1% | 57%[activator] | -7%[11.4 µM] | 5% | -22% | -3% | -9% | -15% | -18%
Cc1cccc(NC(=O)c2cc(S(=O)(=O)N3CCc4ccccc43)cn2C)c1 | 0% | 9% | -12% | -24% | 25% | 27% | -14% | -21% | 6%
CCOC(=O)Cc1cc(C)[nH]c1C(=O)OCC | -4% | -2%[58.9 µM] | -10% | 11% | -3% | 1% | 2% | -6% | -18%
Cc1cc(=O)oc2c(C)c(OC(C)C(=O)NCCCn3ccnc3)ccc12 (stereo not given) | 0% | 23% | -1% | 36% | -2%[59 µM] | 15% | 9% | -10% | -20%
CC/C(=C(/CC)c1ccc(O)cc1)c1ccc(O)cc1 | -6%&0%&-18% | 11% | ? | 7% | 9%[59 µM] | 11%&17%&17% | -15% | -6%[60.1 µM] | -7%
CCCOc1ccc(C(=O)c2ccccc2C(=O)OC2CCOC2=O)cc1OCCC (stereo not given) | . | 22% | 0% | . | 15%[12.7 µM] | 14% | -11% | -1% | 6%
CCn1cc(S(=O)(=O)c2cccc(Cl)c2)c(=O)c2cc(F)c(N3CCC(C)CC3)cc21 | -6% | 18% | -16% | 15% | 5%[59 µM] | . | -16% | -4% | 2%
CN(C)c1ccc(CNC(=O)CCc2ccc(S(=O)(=O)N3CCCCCC3)cc2)cc1 | . | 28% | 50µM* | . | 28µM* | -4% | -14% | -8% | 45µM*
CCC(=O)c1cc2c(C)cc(=O)oc2c(C)c1OC(=O)C(C)C | 1% | 5% | -11% | 13% | 29% | 4% | -14% | -19% | 30%
COc1ccc(C2SCCN2S(=O)(=O)c2ccc(F)cc2)cc1OC (stereo not given) | -5% | 22% | -6% | -13% | -2%[12.7 µM] | -2% | -11% | 7% | -3%
O=C(NCCCO)/C(=C\c1cn(-c2ccccc2)nc1-c1cccnc1)NC(=O)c1ccccc1 | 5% | 9% | -8% | 5% | 20%[59 µM] | 1% | 9% | 2% | 8%
O=C(NC1CCN(S(=O)(=O)c2ccc(Cl)cc2)CC1)C1CCCCC1 | -1% | 158%[activator] | -7% | 32% | -19% | 43% | -19% | 2% | -12%
CCOc1ccc(C(O)(CCC(C)C)C(CN2CCOCC2)c2ccccc2)cc1 (stereo not given) | -13% | 17% | -33% | 19% | -46% | -4% | -29% | 0% | -25%
O=C(Nc1ccccc1C(=O)NCCCN1CCOCC1)c1ccccc1 | -2% | 45%[activator] | 1% | ? | 26% | -16% | -17% | 6% | -14%
COc1cccc(-c2sc3ccc(OC)cc3c2-c2ccc(OCCN3CCOCC3)cc2)c1 | . | 6% | ? | . | . | 14% | -24% | 3% | .
COc1ccc(NC2=NCC(Cc3ccc(Br)cc3)S2)cc1 (stereo not given) | -3% | -12% | ? | 4% | -27%[59 µM] | 6% | -15% | -8% | ?
CCCCOc1cccc(C(=O)N(Cc2ccc(Cl)cc2)C2CCS(=O)(=O)C2)c1 (stereo not given) | -7% | 11% | -20% | 11% | -3%[59 µM] | . | -26% | -12% | -32%
COc1ccc(Br)cc1CN(C)CC(=O)NCCc1ccc(S(N)(=O)=O)cc1 | -9% | 83%[activator] | -14% | 8% | -6% | 3% | -16% | -7% | -19%
CN(Cc1cccs1)C(=O)c1cc(S(=O)(=O)N2CCOCC2)ccc1F | . | 21% | -9% | . | -13%[59 µM] | -15% | -21% | -9% | -3%
CCOc1ccc(NC(=O)CN2C(=O)C(c3ccccc3)=NC23CCCCCC3)cc1 | -10% | 1% | -12% | 2% | 11%[59 µM] | . | . | -11% | 19%
Oc1ccc2ccccc2c1/C=N/n1cnnc1 | -7% | 21% | -1% | 37% | 32µM* | -7% | -12% | -5% | -3%
CO/N=C/C(c1ccc(Cl)nc1)S(=O)(=O)c1ccccc1 (stereo not given) | -3% | -7% | -16% | 1% | 9%[12.7 µM] | 0% | -4% | -4% | -2%

Among those listed so far, nine have a Cl atom.
Structure | BLM inh | Pol iota inh | JMJD2A Tudor inh | Pol beta inh | G9a inh | APE1 inh | POLH inh | Pol kappa inh | BAZ2B block
CN1CCN(NS(=O)(=O)c2ccc(Cl)s2)CC1 | 6% | ? | -12% | 23% | 1.6µM* | 21% | -17% | -6% | 8%
COc1ccc(NC(=O)C=C(C)C)cc1Cl | 1% | -33% | -10% | 0% | 15%[59 µM] | 0% | 1% | -3%[60.1 µM] | -24%
COc1cc(OC)c(C2=NOC(C(=O)N3CCc4ccccc4C3)C2)cc1Cl (stereo not given) | 3% | -6% | -9% | 5% | ? | ? | -18% | -9% | 3%
CCc1ccc(NC(=O)CC2C(=O)N(c3ccc(Cl)cc3)C(=O)N2Cc2cccs2)cc1 (stereo not given) | -2% | 16% | 9% | -12% | ? | . | -9% | -2% | -11%
CCCN1CCN(c2cc3c(cc2F)c(=O)c(S(=O)(=O)c2ccc(Cl)cc2)cn3C)CC1 | 3% | -9% | -21% | 1% | -30%[59 µM] | . | 12% | -4% | 0%
CCn1cc(S(=O)(=O)c2cccc(Cl)c2)c(=O)c2cc(F)c(N3CCC(C)CC3)cc21 | -6% | 18% | -16% | 15% | 5%[59 µM] | . | -16% | -4% | 2%
O=C(NC1CCN(S(=O)(=O)c2ccc(Cl)cc2)CC1)C1CCCCC1 | -1% | 158%[activator] | -7% | 32% | -19% | 43% | -19% | 2% | -12%
CCCCOc1cccc(C(=O)N(Cc2ccc(Cl)cc2)C2CCS(=O)(=O)C2)c1 (stereo not given) | -7% | 11% | -20% | 11% | -3%[59 µM] | . | -26% | -12% | -32%
CO/N=C/C(c1ccc(Cl)nc1)S(=O)(=O)c1ccccc1 (stereo not given) | -3% | -7% | -16% | 1% | 9%[12.7 µM] | 0% | -4% | -4% | -2%
